ASAP1 inh – inhibitors of human ASAP1 ArfGAP activity | Q9ULH1 | actives 0.19% (n = 360,000) | inhibition, % at 16.5 µM | ASAP1-stimulated ARF1 GTP hydrolysis, GDP FP detection; in the data active = inhibition above about 25%;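 note: 0% = vehicle with enzyme and substrate and 100% = no enzyme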
UHRF1 binding – blocks human UHRF1 binding to methylated DNA. Q96T88. UHRF1 binding to methylated oligo, TR-FRET. inhibition, % at 4.4 µM. actives 0.75% (n = 370,000). AID 687016; in the data active = inhibition above about 21%;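 note: UHRF1 SRA domain binding a hemimethylated CpG hairpin DNA probe; 0% = median of test compound wells and 100% = reference inhibitor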
MBD2 DNA inh – MBD2-methylated oligo binding inhibition | TR-FRET, MBD2 binding to methylated oligonucleotide | inhibition, % at 4.4 µM | actives 0.31% (n = 370,000); in the data active = inhibition above about 13%
DDE Tn7 FP inh – disrupts Tn7 cyclic peptide binding to fibrin D-Dimer-E complex; P02675; FP displacement of FITC-Tn7 peptide from fibrin DD(E); 0% = median of compound wells per plate; inhibition, % at 8.3 µM; actives 0.13% (n = 370,000); AID 720508;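 active = inhibition above the mean of compounds falling within the control limits plus 3 SD of them, cut at about 14% in these data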;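 note: 0% = plate median of compound wells and 100% = 10 µM Aha-Tn7 peptide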
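Assay system: Human fibrin DD(E) protein | Medium: Tris buffer with calcium and detergent, pH 7.8 | Reagent: 0.1 µM fluorescent Tn7 | Compound dosing: Single point at 8.3 µM | Times: 10 min preincubation, 3 h with tracer, room temperature | Detection: Fluorescence polarization of the labelled Tn7 tracer | Controls: Aha-Tn7 high control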
PLCb3 inh – blocks human PLC-beta3 enzyme activity. inhibition, % at 12.2 µM. actives 0.18% (n = 370,000). Purified PLC-beta3, fluorogenic substrate, fluorescence. AID 720704; in the data active = inhibition above about 11%;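 note: 0% = median of compound wells on plate and 100% = full blocker control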
Tn6 DDE FP – inhibitors of Tn6 peptide binding to human fibrin DD(E) | P02675 | inhibition, % at 8.3 µM | Fibrin DD(E) TRITC-Tn6 fluorescence polarization displacement | actives 0.21% (n = 370,000);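 active = inhibition above a per-campaign cutoff: mean of compounds within control limits plus 3 SD, cut at about 15% in these data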;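 note: 0% = median of all compound wells on the plate and 100% = blocking peptide control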
PLCg1 inh – inhibitors of human phospholipase C gamma1. actives 0.84% (n = 370,000). inhibition, % at 12.2 µM. purified PLC-gamma1, fluorogenic substrate, fluorescence. AID 720700; in the data active = inhibition above about 9.5%
Target sequence (P19174 whole entry, looked up): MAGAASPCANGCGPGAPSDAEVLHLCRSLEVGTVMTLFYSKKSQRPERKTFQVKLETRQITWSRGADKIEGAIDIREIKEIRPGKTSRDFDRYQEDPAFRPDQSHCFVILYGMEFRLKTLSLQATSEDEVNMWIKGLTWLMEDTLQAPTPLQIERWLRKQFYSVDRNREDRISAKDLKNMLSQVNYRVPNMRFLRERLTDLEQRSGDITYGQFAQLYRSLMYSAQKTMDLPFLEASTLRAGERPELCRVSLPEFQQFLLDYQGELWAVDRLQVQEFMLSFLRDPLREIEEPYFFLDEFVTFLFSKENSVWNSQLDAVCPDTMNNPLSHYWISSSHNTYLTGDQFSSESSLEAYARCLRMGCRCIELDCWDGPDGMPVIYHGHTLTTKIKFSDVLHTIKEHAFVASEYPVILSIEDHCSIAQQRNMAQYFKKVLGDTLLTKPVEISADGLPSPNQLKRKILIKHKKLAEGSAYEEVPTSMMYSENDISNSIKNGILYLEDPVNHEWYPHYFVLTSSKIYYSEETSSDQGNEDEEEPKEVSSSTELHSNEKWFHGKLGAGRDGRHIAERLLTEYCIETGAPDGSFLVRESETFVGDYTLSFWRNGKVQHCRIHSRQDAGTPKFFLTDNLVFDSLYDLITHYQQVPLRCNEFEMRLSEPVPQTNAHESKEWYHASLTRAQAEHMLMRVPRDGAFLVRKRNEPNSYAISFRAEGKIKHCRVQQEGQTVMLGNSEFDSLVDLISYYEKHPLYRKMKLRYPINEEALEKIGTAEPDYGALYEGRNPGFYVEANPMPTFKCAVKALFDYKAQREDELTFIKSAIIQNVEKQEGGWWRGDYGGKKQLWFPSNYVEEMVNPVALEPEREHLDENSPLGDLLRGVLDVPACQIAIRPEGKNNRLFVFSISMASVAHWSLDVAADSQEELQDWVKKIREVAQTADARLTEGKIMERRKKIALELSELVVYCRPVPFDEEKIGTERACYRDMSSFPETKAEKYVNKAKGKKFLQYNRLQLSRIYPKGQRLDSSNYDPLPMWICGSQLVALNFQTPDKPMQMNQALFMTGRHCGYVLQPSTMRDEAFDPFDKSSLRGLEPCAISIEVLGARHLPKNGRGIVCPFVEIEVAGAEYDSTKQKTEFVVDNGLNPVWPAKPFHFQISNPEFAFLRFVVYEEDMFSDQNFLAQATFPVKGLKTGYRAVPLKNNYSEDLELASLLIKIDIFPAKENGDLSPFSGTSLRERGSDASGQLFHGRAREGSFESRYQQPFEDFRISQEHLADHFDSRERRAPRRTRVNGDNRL
KLK7 zymogen act – activators of human kallikrein-7 zymogen | AID 652039 | P49862 | activation, % at 7 µM | purified proKLK7, EDANS-DABCYL substrate fluorescence; 100% is mature enzyme control, 0% vehicle | actives 0.9% (n = 370,000);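 active = activation above the mean of all tested compounds plus 3 SD, computed per campaign excluding outliers beyond control limits, cut at about 13% in these data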
ADAM17 inh – inhibitors of human ADAM17 | actives 0.83% (n = 370,000) | P78536 | inhibition, % at 6.95 µM | recombinant ADAM17, EDANS/DABCYL FRET peptide cleavage;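 active = inhibition above the mean of compounds lying between control limits plus 3 SD, set per campaign, cut at about 8.5% in these data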;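 note: 0% = DMSO-only wells as the low control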
ARFGAP1 inh – inhibits rat ARF GTPase activating protein 1 | inhibition, % at 16.5 µM | AID 651572 | actives 0.26% (n = 360,000) | Arfgap1-stimulated ARF1 GTP hydrolysis, GDP FP detection | Q62848;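 active = inhibition above a per-plate limit, mean inhibition of low control wells plus 3 SD, cut at about 25% in these data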;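 note: 0% = DMSO wells with enzyme and 100% = wells lacking Arfgap1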
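Material: truncated rat Arfgap1 GAP domain; Incubation: compound-enzyme preincubation 20 min, reaction 120 min, detection 60 min, 25 °C; Read-out: percent inhibition of Arfgap1-stimulated GTP hydrolysis; Technique: FP, GDP Alexa 633 tracer displaced from anti-GDP antibody, 620/688 nm; Controls: No-Arfgap1 wells (100%) versus DMSO full-reaction wells (0%); Replication: single well per compound.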
* marks the source's active call; other numbers are inactive results; . = not tested or not shown.

A first look:
SMILES	ASAP1 inh	UHRF1 binding	MBD2 DNA inh	DDE Tn7 FP inh	PLCb3 inh	Tn6 DDE FP	PLCg1 inh	KLK7 zymogen act	ADAM17 inh	ARFGAP1 inh
Oc1cncc(-c2cccnc2)c1	16	-3	-1	-4	2	5	-2	0.1	-5	1
COc1ccc(C2CC(=O)C=C(NNS(=O)(=O)c3ccc(C)cc3)C2)cc1 (stereo unspecified)	14	2	1	-3	-19	2	-12	0.2	0	9
CCCOC(=O)c1ccc(-c2ccc(C=O)o2)cc1	-13	-1	-4	6	2	7	3	-0.3	0	-6
O=C(CNS(=O)(=O)c1ccc(F)cc1)N1CCOCC1	5	4	6	3	-10	1	3	-0.1	-3	0
O=C(CNC(=O)c1ccc(Br)cc1)OCC(=O)c1ccccc1	-6	-3	-5	-5	-5	-3	-3	0.2	-2	0
NCCc1nnc(SCc2ccccc2Cl)o1	10	-2	0	-3	-5	-7	1	0.1	0	-4
O=C(OC(C(=O)NC1CCCC1)c1ccccn1)c1cccs1 (stereo unspecified)	-13	3	3	5	4	6	3	0.5	-3	3
Cc1ccccc1CSc1nnc(-c2ccccn2)n1C	6	2	-3	-2	-12	-5	-3	0.0	-19	5
CCOC(=O)C1(Cc2cccc(OC)c2)CCCN(C(=O)CSC)C1 (stereo unspecified)	-5	-1	3	-4	-3	-1	4	-0.3	-2	-7
O=C(CN(Cc1ccccc1F)C(=O)c1csnn1)NCc1ccc2c(c1)OCO2	-3	-3	2	4	-3	-2	3	0.0	0	10
CCN(CC)CCNC(=O)c1ccccn1	0	-2	4	3	2	-4	2	0.0	-1	9
COCCn1nnnc1C(c1ccc(Cl)cc1)N1CCN(C(=O)c2ccco2)CC1 (stereo unspecified)	-3	-1	4	0	-22	4	-1	-0.1	0	8
CCC(C(=O)NCc1cccnc1)c1ccccc1 (stereo unspecified)	12	-1	3	-2	-2	-1	2	0.6	-1	12

All compounds of this part, from the start:
SMILES	ASAP1 inh	UHRF1 binding	MBD2 DNA inh	DDE Tn7 FP inh	PLCb3 inh	Tn6 DDE FP	PLCg1 inh	KLK7 zymogen act	ADAM17 inh	ARFGAP1 inh
Oc1cncc(-c2cccnc2)c1	16	-3	-1	-4	2	5	-2	0.1	-5	1
COc1ccc(C2CC(=O)C=C(NNS(=O)(=O)c3ccc(C)cc3)C2)cc1 (stereo unspecified)	14	2	1	-3	-19	2	-12	0.2	0	9
CCCOC(=O)c1ccc(-c2ccc(C=O)o2)cc1	-13	-1	-4	6	2	7	3	-0.3	0	-6
O=C(CNS(=O)(=O)c1ccc(F)cc1)N1CCOCC1	5	4	6	3	-10	1	3	-0.1	-3	0
O=C(CNC(=O)c1ccc(Br)cc1)OCC(=O)c1ccccc1	-6	-3	-5	-5	-5	-3	-3	0.2	-2	0
NCCc1nnc(SCc2ccccc2Cl)o1	10	-2	0	-3	-5	-7	1	0.1	0	-4
O=C(OC(C(=O)NC1CCCC1)c1ccccn1)c1cccs1 (stereo unspecified)	-13	3	3	5	4	6	3	0.5	-3	3
Cc1ccccc1CSc1nnc(-c2ccccn2)n1C	6	2	-3	-2	-12	-5	-3	0.0	-19	5
CCOC(=O)C1(Cc2cccc(OC)c2)CCCN(C(=O)CSC)C1 (stereo unspecified)	-5	-1	3	-4	-3	-1	4	-0.3	-2	-7
O=C(CN(Cc1ccccc1F)C(=O)c1csnn1)NCc1ccc2c(c1)OCO2	-3	-3	2	4	-3	-2	3	0.0	0	10
CCN(CC)CCNC(=O)c1ccccn1	0	-2	4	3	2	-4	2	0.0	-1	9
COCCn1nnnc1C(c1ccc(Cl)cc1)N1CCN(C(=O)c2ccco2)CC1 (stereo unspecified)	-3	-1	4	0	-22	4	-1	-0.1	0	8
CCC(C(=O)NCc1cccnc1)c1ccccc1 (stereo unspecified)	12	-1	3	-2	-2	-1	2	0.6	-1	12
COC(=O)c1ccccc1NS(=O)(=O)c1ccc(Cl)nc1	2	6	0	-3	-29	-9	-11	-0.5	-2	12
S=C(Nc1ccc(Cl)cc1)Nc1ccc2cn[nH]c2c1	8	-6	-1	6	-5	4	-1	-0.2	-9	7
O=C(NCCS(=O)(=O)N1CCN(c2ccccc2)CC1)c1ccc2c(c1)OCO2	-1	1	-1	4	-10	5	-3	0.0	-3	0
Cc1ccc(OCC(=O)N/N=C\c2ccc(O)cc2)c([N+](=O)[O-])c1	-5	-1	-6	5	4	-4	3	0.1	4	12
CN(C)Cc1ccc(CNC(=O)c2ccc(Cl)c(S(=O)(=O)NC3CC3)c2)cc1	12	0	0	-8	-2	-1	5	0.5	1	7
COc1cc(C(=O)Nc2ccc(S(=O)(=O)NC(C)C)cc2)cc(OC)c1OC	-3	-2	-1	4	0	0	1	0.3	-2	0
COC(=O)c1c(-c2c(Cl)cccc2Cl)noc1NC(=O)NN1CCOCC1	-16	-1	2	-11	-6	8	2	0.3	1	-21
CN(C)C(=O)CCc1ccc2c3c([nH]c2c1)[C@]1(C)[C@@H](C(=O)N2CCCCC2)C[C@H](CC(=O)NC(C)(C)C)C(=O)N1CC3	-1	-4	1	-4	0	8	-3	1.0	-1	2
COc1ccc(-c2nc(CN3CCN(c4cc(C)nc(C)c4)CC3)c(C)o2)c2ccccc12	2	3	-1	-7	-165	-3	-127	-8.4	-117	16
CCCC(=O)NC(c1ccccc1)c1c(O)ccc2ccccc12 (stereo unspecified)	8	0	-3	3	-20	3	-9	-3.8	-26	0
CN(c1ccccc1)S(=O)(=O)c1nnc(NC(=O)COc2ccccc2)s1	10	-2	6	-3	-5	1	1	-0.3	-6	13
O=C(Nc1ccccc1F)C1CCN(C(=O)Cc2ccccc2)CC1	8	1	1	-2	5	-4	-1	-0.1	-2	3
COC(=O)[C@@]1(Cc2ccc(OC)cc2)[C@H]2c3cc(C(=O)N4CCCC4)n(Cc4ccc(C)o4)c3C[C@H]2CN1C(=O)c1ccccc1	11	1	4	-3	-6	-8	0	0.5	3	11
CSCC(=O)N1CCC(CCC(=O)NC2CC2)CC1	4	-2	2	-3	-4	-11	2	-0.1	-2	-7
C=Cc1ccc(Cn2c(C)c(C(=O)NCCC#N)sc2=O)cc1	-9	1	-2	7	4	-2	1	-0.5	-2	-9
COc1ccccc1C(=O)N1CCN(c2ccccn2)CC1	-2	1	-2	-5	-2	-10	-3	-0.3	-3	2
Cc1ccccc1NC(=O)C(C)OC(=O)C1CC(=O)N(Cc2ccco2)C1 (stereo unspecified)	-2	1	-1	7	-1	0	-2	-0.2	-4	6
CN1CCN(CC(=O)O)CC1	-1	1	6	1	2	-3	2	-0.1	-4	-6
c1nc(NC2CCCCCC2)c2[nH]cnc2n1	2	-2	0	4	1	-7	1	0.0	-1	7
COc1ccc(CNC(=O)c2cn(Cc3ccccc3F)c(=O)s2)cc1	3	0	7	-1	5	-1	-3	0.1	-1	0
O=C(c1cccc(NS(=O)(=O)c2cccc([N+](=O)[O-])c2)c1)N1CCOCC1	-4	2	-2	6	0	-3	2	-0.2	-2	12
CCOC(=O)c1c(C)[nH]c(C=O)c1Cc1cccc(Cl)c1	10	8	3	12	1	-6	1	-0.3	5	2
O=C(CNC(=O)c1ccc(Br)o1)OCc1ccc(Br)cc1	-2	-1	1	6	-5	-3	-3	-0.9	-1	8
O=C(NC(=S)Nc1ccc(Cl)cn1)c1cc([N+](=O)[O-])ccc1N1CCOCC1	-4	3	8	0	-8	-1	2	-0.1	-1	-5
CC(C)(C)NCC(O)Cn1cc(C=O)c2ccccc21 (stereo unspecified)	6	1	-4	6	-2	0	8	0.0	2	3
COc1ccc(-n2c(SCC(=O)Nc3ccccc3-c3ccccc3)nnc2-c2ccco2)cc1	.	2	2	2	1	-7	2	0.7	5	.
COc1cc2oc3ccccc3c2cc1N(CC(=O)N(C)C)S(=O)(=O)c1ccc(C)cc1	-7	1	-4	3	3	9	4	-0.1	-2	-2
Cn1c(SCc2c(F)cccc2Cl)nnc1-c1cnccn1	-4	0	-1	-7	2	-3	2	0.0	0	3
Cc1ccc(Cc2c(-c3ccc(F)cc3)nc3ccc(Br)cn23)cc1	-1	3	-2	1	-10	-2	-5	-0.2	-4	-9
CCOc1ccccc1NC(=O)CN1C(=O)C(C)SC(C)C1=O (stereo unspecified)	-5	1	2	0	-5	1	1	0.3	-1	9
CC(=O)[C@@H]1[C@@H](C)N(Cc2ccccc2)C(=O)N[C@H]1c1cccc(C(F)(F)F)c1	11	6	1	5	0	0	1	-1.0	-1	13
Cc1ccccc1-c1ccnc2[nH]n(-c3ccccc3)c(=O)c12	4	6	-2	-1	-14	-5	-6	-0.3	-3	7
Cn1c(=O)n(C)c2cc(S(=O)(=O)Nc3ccccc3O)ccc21	-9	2	2	6	-1	0	-1	0.5	-5	7
COCCn1c(-c2ccc(Cl)cc2)nc2c(c(=O)c3ccccc3n2C)c1=O	0	3	4	-1	-10	2	1	0.6	-7	-2
COc1ccc2nc(C)cc(SCC(=O)N3CCCCC3)c2c1	-2	-1	1	9	-3	5	-3	0.2	-3	8
Cc1ccnc(SC2CC(=O)N(c3ccccc3)C2=O)n1 (stereo unspecified)	3	0	-1	3	4	-5	-4	-0.6	1	8
O=C(CNC(=O)c1ccc(Cl)cc1Cl)OCCOc1ccccc1F	6	1	2	4	-6	10	0	0.3	0	-12
COc1cc(C2C(C(=O)OC(C)C)=C(C)Nc3[nH]c(=O)[nH]c(=O)c32)ccc1O (stereo unspecified)	6	-2	0	1	-9	-4	-5	0.1	-3	0
Cc1ccc2c(C(=O)CSc3ccccc3)c(C)[nH]c2c1	-12	0	-2	10	1	-1	-2	0.4	-3	-8

High-throughput results from PubChem.
